Screening results: PubChem, several laboratories
TPT1 inh – blocks Candida albicans tRNA 2'-phosphotransferase. 0.81% of 300,000 active. AID 1962. inhibition, % at 5 µM. recombinant caTPT1, FP RNA substrate dephosphorylation;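 active = inhibition above the mean of all tested compounds plus 3 SD, set per screening campaign, cut at about 24% in these data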;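 also: plate controls were DMSO alone for no effect and ferristatin control at 100 nM for full effect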
MCL1-BIM inh – MCL1-BIM-BH3 interaction inhibition (human). Q07820. inhibition, % at 10.9 µM. GST-MCL1 / FITC-Bim-BH3 fluorescence polarization. AID 2057. 0.68% of 320,000 active;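 active = inhibition above the mean inhibition of all tested compounds plus 3 SD, set per campaign, cut at about 40% in these data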;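 also: 0% = DMSO wells and 100% = unlabeled Bim-BH3 peptide control; higher means more loss of mP so more displacement of Bim peptide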
Fam108B counter – blocks mouse Fam108B hydrolase in RBBP9 counter-screen; recombinant Fam108B, FP-Rh probe fluorescence polarization; inhibition, % at 9.51 µM; 0.33% of 300,000 active; AID 1947;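 active = inhibition above the screen mean inhibition plus 3 SD, computed separately per campaign, cut at about 18% in these data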;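 also: inhibitors lower polarization as less probe binds the enzyme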
MEX-5 binding – C. elegans MEX-5 TCR-2 RNA binding activity | Q9XUB2 | MEX-5/FITC-TCR2 RNA binding, fluorescence polarization; hits give low values | activity score (negative = inhibition of binding), % at 10 µM | 0.38% of 300,000 active;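 active = inhibition past about -25% in most replicates, and total fluorescence under double the plate's negative control median, limit read from the data; inconclusive = replicates evenly split on the limit, or fluorescence at least double controls; inactive = too little inhibition in most replicates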;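 also: 0% = DMSO and -100% = 5 µM competing unlabeled TCR2 RNA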
GLD-1 RNA inh – GLD-1-TGE RNA interaction inhibition (C. elegans); purified GLD-1 + fluorescein TGE RNA, fluorescence polarization; inhibition, % at 5.96 µM; 0.44% of 320,000 active;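 active = percent inhibition above a per-plate cutoff, the plate mean of test compounds plus 3 SD, cut at about 30% in these data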;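 also: 0% = DMSO wells with GLD-1 and probe and 100% = wells lacking GLD-1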
Target sequence (Q17339 whole entry, looked up): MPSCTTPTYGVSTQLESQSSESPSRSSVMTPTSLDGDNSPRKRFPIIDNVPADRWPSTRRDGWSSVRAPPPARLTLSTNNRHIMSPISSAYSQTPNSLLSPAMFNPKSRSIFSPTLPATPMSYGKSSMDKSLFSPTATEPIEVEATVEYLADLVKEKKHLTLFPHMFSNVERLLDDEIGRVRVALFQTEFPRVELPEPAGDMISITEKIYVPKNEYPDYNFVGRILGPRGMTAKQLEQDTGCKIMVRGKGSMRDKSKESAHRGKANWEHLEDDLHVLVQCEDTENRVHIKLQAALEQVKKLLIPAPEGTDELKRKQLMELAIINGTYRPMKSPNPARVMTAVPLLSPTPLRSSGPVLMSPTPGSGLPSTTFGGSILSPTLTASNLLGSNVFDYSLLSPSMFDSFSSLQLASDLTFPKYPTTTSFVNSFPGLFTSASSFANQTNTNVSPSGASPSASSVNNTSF
PAD4 FP inh – blocks human protein arginine deiminase 4 | recombinant PAD4, RCA probe fluorescence polarization | inhibition, % at 6.36 µM | 0.41% of 330,000 active;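 active = percent inhibition above a cutoff equal to the mean of all tested compounds plus 3 SD, cut at about 15% in these data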;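 also: 0% = PAD4 with RCA probe and DMSO and 100% = probe without PAD4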
PME-1 primary – blocks human protein phosphatase methylesterase 1; Q9Y570; recombinant PME-1, FP-Rh probe fluorescence polarization; inhibition, % at 5.9 µM; 0.53% of 320,000 active; AID 2130;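 active = inhibition above the campaign mean of all compounds plus 3 SD, cut at about 26% in these data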;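 also: competitive labeling of PME-1 active site by serine hydrolase directed probe; 0% = PME-1 with DMSO and 100% = wells lacking PME-1 enzyme; inhibitors block probe labeling so polarization falls and inhibition rises; many of its hits are not listed in these tables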
Target sequence (Q9Y570 whole entry, looked up): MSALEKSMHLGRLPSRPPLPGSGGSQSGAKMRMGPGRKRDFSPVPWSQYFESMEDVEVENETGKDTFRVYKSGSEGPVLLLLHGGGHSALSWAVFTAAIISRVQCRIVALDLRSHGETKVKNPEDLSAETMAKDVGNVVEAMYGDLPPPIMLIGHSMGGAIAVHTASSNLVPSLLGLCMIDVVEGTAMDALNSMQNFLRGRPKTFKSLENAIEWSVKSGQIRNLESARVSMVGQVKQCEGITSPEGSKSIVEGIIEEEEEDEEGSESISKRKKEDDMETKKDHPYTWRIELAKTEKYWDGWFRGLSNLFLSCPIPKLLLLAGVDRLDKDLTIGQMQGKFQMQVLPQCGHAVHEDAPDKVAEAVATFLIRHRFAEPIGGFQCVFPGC
BCLXL inh – Bcl-xL (human) inhibition | 0.7% of 320,000 active | inhibition, % at 10.9 µM | AID 2129 | GST-Bcl-xL / FITC-Bim BH3 peptide fluorescence polarization | Q07817;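 active = inhibition above the mean of all tested compounds plus 3 SD, cutoff set per campaign, cut at about 30% in these data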;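 also: 0% = DMSO wells and 100% = unlabeled Bim-BH3 peptide competitor; inhibitors lower millipolarization by displacing the labeled peptide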
Target sequence (Q07817 whole entry, looked up): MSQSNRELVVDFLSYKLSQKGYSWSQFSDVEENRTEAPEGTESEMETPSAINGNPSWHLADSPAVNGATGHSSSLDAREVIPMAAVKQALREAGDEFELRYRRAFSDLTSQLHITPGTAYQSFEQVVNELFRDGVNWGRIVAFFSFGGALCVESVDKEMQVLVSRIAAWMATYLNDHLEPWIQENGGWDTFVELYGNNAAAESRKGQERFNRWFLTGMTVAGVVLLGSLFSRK
GSTO1 counter – counter-screen for RBBP9 inhibitors: inhibitors of human GSTO1; P78417; recombinant GSTO1, activity-based probe fluorescence polarization; inhibition, % at 5.96 µM; 1.1% of 300,000 active; AID 1974;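 active = inhibition above the campaign mean inhibition plus 3 SD, cut at about 35% in these data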;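 also: 0% = GSTO1-1 with DMSO and 100% = wells lacking GSTO1-1 enzyme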
* = called active by the depositor; ? = inconclusive; · = no result given. This is a subset; rates above refer to the full screens.

SMILES | TPT1 inh | MCL1-BIM inh | Fam108B counter | MEX-5 binding | GLD-1 RNA inh | PAD4 FP inh | PME-1 primary | BCLXL inh | GSTO1 counter
CCn1c(CNC(=O)c2cccc(C)c2)nnc1SCC(=O)N1CCOCC1 | -2 | 9 | -2 | -1.2 | -4 | -1 | 1 | 5 | 3
CCOC(=O)/C=C1\NC(=O)C(C)S1 (configuration not stated) | -3 | 3 | -3 | 1.5 | 5 | -4 | 4 | 6 | 9
Cc1ccc2nc(-c3ccccc3)cc(C(=O)N3CCN(S(=O)(=O)c4c(C)noc4C)CC3)c2c1 | · | -7 | · | · | 2 | -1 | 0 | -4 | ·
Cc1ccccc1NC(=S)NC(=O)c1cncc(Br)c1 | 2 | 6 | 2 | 1.7 | -3 | -2 | -7 | 9 | -5
COCCn1c(=O)sc2ccccc2c1=O | -2 | 7 | 1 | 3.3 | 4 | 2 | -4 | 0 | 1
COc1ccc(N2CCN(C(=O)COC(=O)CNC(=O)c3ccc(C)cc3)CC2)cc1 | -1 | -1 | 0 | -1.8 | 10 | -1 | -3 | -1 | 6
COc1ccc2ccccc2c1CNC(=O)CC1C(=O)NCCN1CC(C)(C)C (configuration not stated) | 17 | -4 | 4 | 2.4 | -7 | -6 | -1 | 0 | -3
COc1ccc(NC(=S)NC(=O)/C=C/c2ccccc2)cc1 | -2 | 6 | 0 | 1.0 | -4 | 1 | -1 | 10 | -7
COc1cccc(/C=N/NC(=O)CCn2c3ccccc3c3ccccc32)c1 | 0 | 10 | -3 | 1.1 | 6 | -2 | 2 | 0 | 1
CCn1ncc(C(=O)Nc2cccc(Cl)c2)c1C | 2 | 12 | 6 | -0.1 | 5 | 4 | 2 | 5 | 4
CCOCCCN(C)C1CCN(C(=O)c2oc3ccccc3c2NC(=O)c2ccc([N+](=O)[O-])cc2)CC1 | 2 | 3 | 1 | -8.7 | 5 | -8 | 4 | 2 | 4
COc1ccc(OC)c(S(=O)(=O)N2C(C)CCCC2C)c1 (configuration not stated) | -4 | 1 | 1 | -2.5 | 5 | -3 | 3 | 4 | -1
Cn1cc(/C=C/c2nc3ccccc3c(=O)n2-c2cccc([N+](=O)[O-])c2)c2ccccc21 | 0 | 4 | 10 | 0.5 | -4 | -7 | 5 | 0 | 3
CCN(CC)Cc1ccc(NC(=O)c2sc3cc(Cl)ccc3c2Cl)cc1 | -1 | -5 | -7 | 0.1 | 4 | 0 | -8 | 1 | 7
COc1cccc(-c2noc(CCC(=O)Nc3cccnc3)n2)c1 | 6 | -4 | 1 | 3.3 | -5 | -9 | 0 | 2 | 0
O=C(CC1S/C(=N/N=C/c2cccs2)NC1=O)Nc1ccccc1F (configuration not stated) | 1 | 1 | 1 | -0.5 | 1 | -2 | 0 | 2 | 9
Cn1c(=O)[nH]c(=O)c2c1nc(NC1CCCC1)n2Cc1ccccc1 | -3 | -5 | 1 | -0.4 | 2 | -2 | -6 | 6 | 6
Cc1cccc(OCC(=O)Nc2ccncc2)c1C | -1 | 3 | 2 | -1.9 | -9 | -1 | -1 | 0 | 7
CC(=O)Nc1ccc(S(=O)(=O)Nc2nccc(C)n2)cc1 | -1 | -1 | 0 | -1.6 | -1 | 0 | 2 | 2 | 5
COC(=O)NC(=S)Nc1ccc(Oc2ccc(Cl)cc2)c(Cl)c1 | 4 | 8 | 0 | -1.5 | 2 | -2 | -3 | 4 | -9
CCc1ccc(N(CC(=O)NCc2ccc3c(c2)OCO3)C(=O)c2csnn2)cc1 | -1 | 1 | 4 | -0.5 | 0 | 0 | -3 | 4 | 15
COc1ccc(N2CCN(C(=O)c3ccc(-n4nc(C)cc4C)cc3)CC2)cc1 | -2 | 0 | -3 | 0.3 | 8 | 2 | -2 | 1 | 0
CC(Oc1cccc(Cl)c1)c1ccnc2nc(/N=C/N(C)C)nn12 (configuration not stated) | 0 | -4 | 0 | -0.4 | 3 | -1 | 1 | 6 | -7
O=C(CN(Cc1ccccc1)C(=O)CCC(=O)Nc1ccccn1)NCCc1ccccc1 | -3 | 6 | 0 | -0.4 | 2 | -3 | 2 | 8 | 0
CC1c2[nH]c3ccccc3c2C[C@H]2C(=O)N(CCCN(C)C)CC(=O)N12 (some centres not stated) | 0 | 5 | -2 | -0.3 | -10 | -4 | -6 | 6 | -1
COc1cc(/C=N/O)ccc1OCc1ccc([N+](=O)[O-])cc1 | 0 | 10 | 2 | -0.8 | 7 | -2 | 4 | 5 | 2
c1ccc(-c2noc(C3CCCCC3)n2)nc1 | -3 | 4 | -1 | -1.0 | 2 | 3 | 2 | -1 | -1
COc1ccc(C=C2c3ccccc3C(=O)c3ccccc32)c(OC)c1 | -4 | 5 | 5 | 4.9 | -5 | 2 | 3 | 3 | 1
Cc1ccc(-c2nnn(CC(=O)N(c3ccc4c(c3)OCCO4)C(C(=O)NCC3CCCO3)c3ccc(F)cc3)n2)o1 (configuration not stated) | -5 | -2 | -6 | 1.0 | 5 | -1 | 1 | 3 | 1
CCc1ccccc1N(C(=O)CNC(=O)c1ccco1)C(C(=O)NC1CCCC1)c1cccnc1 (configuration not stated) | -3 | 5 | 5 | 2.0 | 3 | -10 | 2 | 3 | -2
COc1cc(C2=NOC(C(=O)N3CCN(c4ccc(F)cc4)CC3)C2)cc(OC)c1OC (configuration not stated) | 3 | 7 | 1 | 3.2 | 9 | 3 | -1 | 4 | -3
CN(CC(=O)Nc1ccccc1Cl)C(=O)COC(=O)c1ccc(Cl)nc1 | -2 | 2 | 1 | -0.4 | 5 | -3 | 4 | 3 | 1
CN1CCN(c2nc3nonc3nc2N2CCN(C)CC2)CC1 | -16 | 29 | 5 | -5.2 | 35* | 21* | 2 | 33* | 12
Cc1ccc(S(=O)(=O)N2CCOCC2)cc1NC(=O)COC(=O)COc1cccc2c1OC(C)(C)C2 | 2 | -4 | -3 | 2.8 | -1 | -3 | 2 | -2 | -2
Cc1[nH]n(-c2ccccc2)c(=O)c1/C=N/c1nn[nH]n1 | -2 | 5 | -2 | -9.2 | 12 | 0 | 2 | 5 | 10
O=C(Nc1cccc(OCC(=O)N2CCOCC2)c1)c1ccc(C(F)(F)F)cc1 | -1 | -1 | -1 | -0.1 | 1 | 13 | 1 | 0 | 3
COc1cccc(C2CC(c3ccccc3Cl)n3ncnc3N2)c1 (configuration not stated) | 1 | 1 | -5 | -1.2 | 0 | 3 | -4 | 4 | 9
Cc1cccc(/C=N/NC(=O)c2cccc(Cl)c2)n1 | -2 | 4 | 1 | -1.0 | 4 | 1 | -3 | -1 | 3
CN(C)C(=N)c1n[nH]nc1SCc1ccc(Cl)c(Cl)c1 | -1 | 2 | -5 | · | 1 | -7 | -5 | -4 | 1
O=C(NCC1CCCO1)c1cccc(S(=O)(=O)N2CCOCC2)c1 (configuration not stated) | -4 | 4 | 2 | 4.3 | 1 | -1 | 6 | 3 | -1
COc1cc(NC(=S)NC(=O)c2ccco2)ccc1NC(=O)C(C)C | 2 | 5 | -3 | -4.1 | -2 | -3 | 4 | 7 | 4
COc1ccc(S(=O)(=O)Nc2ccncc2)c(C)c1C | -1 | -24 | -4 | 1.2 | -9 | -2 | 5 | -24 | 5
CCOC(=O)N1CCN(C(=O)C2c3cc(OC)c(OC)cc3C(=O)N3CCc4ccccc4C23)CC1 (configuration not stated) | -2 | 8 | 3 | -1.6 | 0 | 2 | -4 | 8 | 2
Cc1cc(C)n2nc(C(=O)OCC(=O)Nc3ccc4c(c3)OCCO4)nc2n1 | · | -10 | · | · | 0 | 4 | -3 | -5 | ·
COc1ccc(CCNc2cc(N3CCN(C(=O)c4ccccc4OC)CC3)ccc2[N+](=O)[O-])cc1OC | -1 | 3 | -4 | -1.8 | -6 | -2 | 4 | 0 | 0
CCCc1cc(=O)oc2cc(OCc3ccc(C(=O)O)cc3)ccc12 | -2 | 7 | 1 | -1.5 | -6 | -4 | 0 | 5 | -18
CCc1cccc(NC(=O)CCc2nc(-c3cccs3)no2)c1 | -5 | -3 | -1 | -2.0 | -12 | 0 | -5 | 6 | 7
Cc1ccc(S(=O)(=O)C(C#N)c2nc3ccccc3nc2N2CC(C)OC(C)C2)cc1C (configuration not stated) | 1 | 9 | 3 | -59* | 6 | -1 | 0 | 11 | 10
O=C(O)c1cnn2c(C(F)F)cc(C(F)F)nc12 | 0 | -5 | -3 | 0.6 | -6 | 0 | -3 | 0 | 4
COCCN1C(=O)C(=O)/C(=C(/O)c2ccc(S(=O)(=O)N3CCOCC3)cc2)C1c1cccc(OC)c1 (configuration not stated) | 2 | -10 | 1 | -0.9 | -5 | -2 | -2 | -9 | 7
CCN(C(=O)c1c(-c2ccccc2Cl)noc1C)C1CCCCC1 | 3 | -8 | 9 | -2.7 | 1 | -1 | 2 | 2 | -3
CCCCC(=O)Nc1ccc(C(=O)Nc2ccc(S(=O)(=O)Nc3ccc(C)cc3)cc2)cc1 | 2 | 0 | -4 | -1.6 | 5 | -6 | -3 | 4 | -3
CCOC(=O)c1ccccc1NC(=O)C1CCCO1 (configuration not stated) | 1 | 10 | -1 | -3.4 | 14 | 2 | -2 | -1 | -4
O=C(COC(=O)c1ccccc1SCC(=O)N1CCCC1)Nc1ccc(OC(F)F)cc1 | -3 | -3 | 1 | -0.9 | -2 | 8 | 0 | 0 | 5
CCOC(=O)C1(Cc2cccc(F)c2)CCN(C2CCOCC2)CC1 | 0 | 10 | 1 | -0.7 | 4 | -4 | 6 | 10 | -1
COc1ccc(CC(=O)NNC2=Nc3cccc4cccc2c34)cc1 | 2 | -6 | -1 | ? | -8 | -6 | -14 | 1 | 5
Cc1ccc(S(=O)(=O)N(C)C)cc1NC(=O)COC(=O)/C(=C/c1ccc(F)cc1)c1cccs1 | 2 | -1 | -8 | 2.2 | -2 | 0 | -5 | 6 | 2
CS(=O)(=O)c1cnc2c(-c3ccc(F)cc3)cnn2c1N | 0 | 1 | -2 | 0.9 | 6 | -4 | 3 | 4 | 10
COc1ccccc1NS(=O)(=O)c1cccc(C(=O)N(C)Cc2cccs2)c1 | 1 | 1 | -2 | -2.5 | -2 | 7 | 25 | -2 | 0
Clc1ccc(-c2cn3nc4c(nc3n2)CCCC4)cc1 | -49 | 106* | 7 | 0.8 | 81* | -15 | -10 | 104* | 26
The list goes on:
SMILES | TPT1 inh | MCL1-BIM inh | Fam108B counter | MEX-5 binding | GLD-1 RNA inh | PAD4 FP inh | PME-1 primary | BCLXL inh | GSTO1 counter
CCCCSc1nc(C)c(CC(=O)OC)c(=O)[nH]1 | 1 | 0 | -2 | · | -3 | -5 | 1 | 0 | -8
CS(=O)(=O)N(CCc1ccccc1)CC(=O)N1CCN(c2ccc(F)cc2)CC1 | 3 | 2 | -2 | 0.9 | 7 | -3 | -10 | 3 | 0
CCOc1cc(C(=O)Nc2cc(C)on2)cc(OCC)c1OCC | -2 | 5 | 2 | -0.6 | -1 | -2 | -2 | 4 | -7
COc1ccc(OCC(=O)Nc2cccc(S(=O)(=O)N(C)c3ccccc3)c2)c([N+](=O)[O-])c1 | · | -21 | · | · | 4 | -3 | -5 | -6 | ·
O=C(CCNC(=O)c1ccccc1Cl)Nc1cc(S(=O)(=O)N2CCOCC2)ccc1N1CCCC1 | -2 | 2 | 0 | -3.2 | 2 | -3 | -4 | -2 | -2
